Screens (PubChem)
BL2 CD40 inh = CD40 pathway inhibition in BL2 cells | AID 1053188 | actives 0.94% (n = 83,000) | inhibition, % at 10 µM | BL2 NF-kB luciferase reporter, CD40L-induced, 4 h;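 active = mean inhibition of at least 50% with a set share of replicates also reaching that level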;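 also: 0% = neutral control wells and 100% = IKK inhibitor VII at 50 µM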
The depositor's hits bear a star; [ ] = another dose, or the depositor's remark. This is a subset. The share of hits here may be higher or lower than overall.

SMILES	BL2 CD40 inh
CCN1[C@@H]2Cn3c(ccc(-c4ccncc4)c3=O)[C@H]1[C@@H](C(=O)NCCc1cn(C)cn1)[C@@H]2CO	11[25 µM]
CSCc1ccc(C(=O)Nc2ccc(C(N)=O)cc2)cc1	-7
O=C(Nc1ccc(S(=O)(=O)NC2=NCCCCC2)cc1)c1cc(F)c(F)cc1Cl	-2
COc1ccccc1-c1ccccc1[C@H]1[C@H](C#N)N(C(=O)C2CCC2)[C@H]1CO	5[25 µM]
Cc1noc(C)c1S(=O)(=O)Nc1ccc2c(c1)C(=O)N([C@@H](C)CO)C[C@H](C)[C@H](CN(C)C(=O)Nc1cccc3ccccc13)OCCCC[C@H](C)O2	-6[25 µM]
COc1cccc(NC(=O)CN(C)CC(=O)NCc2ccc(F)cc2)c1	6
Cc1cc(NC(=O)CSCC(=O)N(C)Cc2cccc(Cl)c2)no1	-2
CC(OC(=O)/C=C/c1cccc(C(F)(F)F)c1)C(=O)NC1CCCCC1C (stereo not drawn)	14
COc1ccc(C(=O)NNC(=O)CCn2nnc(-c3ccc(C)cc3)n2)cc1OC	-2
OC(c1cccnc1)c1nc(/C=C/c2ccc(C(F)(F)F)cc2)cs1 (stereo not drawn)	-17
CCN(CC(=O)Nc1c(F)cccc1F)C(=O)Cn1[nH]c(=O)c2ccccc2c1=O	-3
COCCn1ccc2c(OCC(=O)Nc3ccccc3OC)cccc2c1=O	16

Sorted by number of heavy atoms (lowest first): 5 of the compounds above.
SMILES	BL2 CD40 inh
CSCc1ccc(C(=O)Nc2ccc(C(N)=O)cc2)cc1	-7
Cc1cc(NC(=O)CSCC(=O)N(C)Cc2cccc(Cl)c2)no1	-2
COc1cccc(NC(=O)CN(C)CC(=O)NCc2ccc(F)cc2)c1	6
O=C(Nc1ccc(S(=O)(=O)NC2=NCCCCC2)cc1)c1cc(F)c(F)cc1Cl	-2
COc1ccc(C(=O)NNC(=O)CCn2nnc(-c3ccc(C)cc3)n2)cc1OC	-2

The list goes on.
SMILES	BL2 CD40 inh
Cc1ccc(C)c(OCc2cc(C(=O)N3CCN(c4cnccn4)CC3)no2)c1	-6
C=CCNC(=O)CSCc1ccc(Br)cc1	-5
Clc1ccccc1-c1nnc(CNC2CC2)o1	-19
O=c1oc(-c2cccs2)nc2c1cnn2-c1ccccc1	1
O=C(CCNC(=O)c1ccc(Br)cc1)Nc1ccc(S(=O)(=O)N2CCCCC2)cc1	3
COc1ccccc1S(=O)(=O)N[C@H]1CC[C@H](CCNC(=O)C2CCCC2)O[C@H]1CO	-5
Cc1cc(NCc2cccnc2)no1	18
CCCNC(=O)Nc1ccc2c(c1)OC[C@H](C)N(C(=O)C1CCOCC1)C[C@H](C)[C@@H](OC)CN(C)C2=O	0[25 µM]
C(=Cc1cnnc2ccccc12)c1ccccc1	-16
Cc1cccc(OC(=O)NCCOC(=O)N(O)c2ccc(Cl)cc2)c1	-2
CCOc1ccc(C(=O)CC(C(=O)O)N2CCCCC2)cc1 (stereo not drawn)	3
CCCN1[C@@H]2Cn3c(ccc(-c4cccc(F)c4)c3=O)[C@H]1[C@@H](C(=O)N(C)C)[C@@H]2CO	9[25 µM]
Cc1cccc(C(=O)NC(C(=O)Nc2ccc(S(=O)(=O)Nc3nccs3)cc2)C(C)C)c1 (stereo not drawn)	-3
O=C(C[C@@H]1CC[C@H]2NC[C@H](O)COC[C@@H]2O1)NCCc1ccncc1	-2[25 µM]
O=C(CSc1nnc2ccccn12)NNC(=O)c1ccccc1	10
CN1c2ccc(Br)cc2[C@H]2[C@H](CCN2C(=O)C2CCCC2)[C@@H]1CO	-4
CCCCN(C(=O)C1CCN(C(=O)c2ccccc2C)CC1)c1c(N)n(CCC)c(=O)[nH]c1=O	4
CCOC(=O)c1c(NC(=O)COC(=O)CNC(=O)c2ccc(Cl)cc2Cl)sc(C(=O)N(C)C)c1C	-4
Clc1nc(-c2ccccn2)nc2scc(-c3ccccc3)c12	40
COc1ccc(NS(=O)(=O)c2ccc(I)cc2)cc1N1CCN(C)CC1	-1[25 µM]
CCOC(=O)CCCCCC(=O)Nc1ccc2c(c1)C(=O)N([C@@H](C)CO)C[C@H](C)[C@H](CN(C)C(=O)Nc1ccc(C(F)(F)F)cc1)OCCCC[C@H](C)O2	20[25 µM]
Cc1ccc(C(=O)NCCSC(C)(C)C)cc1	-4
FC(F)(F)c1cc(-c2ccco2)nc(-n2cnc3ccccc32)n1	3
Cc1c(NC(=O)COc2ccc3ccc(=O)oc3c2)c(=O)n(-c2ccccc2)n1C	4
CCS(=O)(=O)N1CCN(C(=O)C(c2ccccc2)c2ccccc2)CC1	-6
O=C(Nc1cccc(-c2cnc3ccccc3n2)c1)C1CC(=O)N(c2ccccc2)C1 (stereo not drawn)	-12
CC(C)CCn1c(=O)c2ccccc2n2c(CN3CCCC3)nnc12	4
CC1(C(=O)NCCC(F)(F)F)Cc2c(-c3ccccc3)ccnc2O1 (stereo not drawn)	6
O=C(CN1CCCCCC1)N1c2ccccc2C=Cc2ccccc21	25
CC(=O)Nc1sc(C)c(C)c1C(=O)OCC(=O)Nc1ccc(S(N)(=O)=O)cc1	-16
COc1cc(C(=O)Nc2ccc3c(c2)OCO3)ccc1OCc1c(C)noc1C	0
C[C@H](O)C#Cc1ccc([C@@H]2[C@@H](CO)N3CCCCN(C(=O)c4cccc(F)c4)C[C@H]23)cc1	14[25 µM]
COc1ccc(C(CNC(=O)CCNC(=O)c2ccccc2OC)N2CCCC2)cc1 (stereo not drawn)	23
Cc1cc(C)nc(N2CCC(C(=O)NCCc3ccc(Cl)cc3)CC2)n1	11
Cc1cccc2nc(COc3ccc(-c4ccccc4)cc3)cn12	-26
CCN(C(=O)COC(=O)c1ccccc1SCC(=O)N1CCCC1)C1CCS(=O)(=O)C1 (stereo not drawn)	-2
COC(=O)C(Cc1ccc(O)cc1)NC(=O)CCc1ccco1 (stereo not drawn)	6
O=C(NCC1OCCc2ccccc21)c1cc(COc2c(F)cccc2F)on1 (stereo not drawn)	-37
COc1ccccc1-c1nc(COc2ccc(Cl)cc2Cl)no1	-101
COCC(=O)N1[C@@H]2CN(C)c3ccccc3[C@@H]2[C@@H]1CO	-4[25 µM]
O=C(Cn1cnc2cc([N+](=O)[O-])ccc2c1=O)Nc1ccc(N2CCOCC2)cc1	10
Cc1cc(C(=O)C(C)Cl)c(C)n1Cc1ccco1 (stereo not drawn)	4
O=C(Cn1c(=O)c2ccccc2n(CC(=O)N2CCCCC2)c1=O)N1CCCCC1	4
O=C1NC(=O)C2(CCCC2C(=O)O)N1 (stereo not drawn)	5
COc1cccc(S(=O)(=O)N2CC[C@@H]3[C@@H](CO)Nc4ccc(C#Cc5ccccc5)cc4[C@@H]32)c1	0
O=C(Cc1ccccc1)NCC(=O)OCC(=O)c1cccs1	1
CCOc1ccc(S(=O)(=O)NCC(=O)OCc2nnc(-c3ccccc3)o2)cc1	-18
C[C@@H]1CN([C@H](C)CO)C(=O)CCCn2nncc2CO[C@H]1CN(C)Cc1ccc(C(=O)Nc2ccccc2N)cc1	-16[25 µM]
CCN(CC)CCNC(=O)C(Cl)=C1C(Cl)=C(Cl)C(Cl)=C1Cl	-9
COc1ccc(Cn2nnnc2C(C(C)C)N2CCc3ccccc32)cc1 (stereo not drawn)	19
CC1(C)Cc2ccccc2-c2nnc(-c3cccnc3)n21	11
CO[C@@H](C(=O)N(C)C[C@@H]1OCc2ccccc2-c2c(n(C)c3ccccc23)C(=O)N([C@@H](C)CO)C[C@H]1C)c1ccccc1	15[25 µM]
O=C1CN(C(=O)CC2C(=O)NCCN2Cc2ccccc2C(F)(F)F)CCN1 (stereo not drawn)	-3
CCOC(=O)c1c(C)oc2ccc(OS(C)(=O)=O)cc12	16
O=C(C1CCCCC1)N1CC[C@@H]2[C@H]1c1cc(Br)ccc1N[C@@H]2CO	-14
C#Cc1cccc(Nc2nc(NCc3ccccc3OC)nc3ccsc23)c1	-32
CC(OC(=O)/C(C#N)=C/c1ccc(N(C)C)cc1)C(=O)N(C)c1ccccc1 (stereo not drawn)	-18
COc1ccc2nc3oc(C(=O)Nc4ccc(OC)c(OC)c4)cc3cc2c1	14
CSc1ccc(-c2ccco2)nn1	-17
CN(C)CCCOc1ccc(-c2cccc3nncn23)cn1	4

The list goes on:
SMILES	BL2 CD40 inh
COC(=O)C1C(O)=C(C=Nc2ccc3ccccc3c2)C(=O)CC1(C)C (stereo not drawn)	3
CC(C)NC(=O)NC(=O)COc1c(F)c(F)cc(F)c1F	-1
COc1ccc(S(=O)(=O)N2CCCCCC2)cc1Br	8
N/C(=N\OCC(=O)Nc1ccc(F)c(Cl)c1)c1ccccc1	4
Cc1cc(S(=O)(=O)Nc2ccc(C(=O)NCCCN3CCCC3=O)cc2)ccc1F	4
Cc1cc(C)c(NC(=O)CNC(=O)Cc2sc(C)nc2-c2ccc(F)cc2)c(C)c1	4
COc1ccccc1OCC#CCSc1ncccn1	-34
C#CC(c1ccccc1)(c1ccccc1)n1ccnc1	-6
CC(=O)N1[C@H](CO)[C@@H](c2ccc(-c3ccccc3)cc2)[C@@H]1CNC(=O)C1CC1	-16
Cc1ncc(C(=O)O)c(C(=O)O)c1N	10
c1ccc(COC2COC3C(OCc4ccccc4)COC23)cc1 (stereo not drawn)	7
CC(/C=N/n1cnnc1)=C\c1ccco1	8
Cc1cc(C(=O)CSc2nc(N)cc(=O)[nH]2)c(C)n1CC1CCCO1 (stereo not drawn)	3
CCCCN(CCCC)C(=O)c1nsnc1-c1ccccc1O	2
COc1cccc(/C=C2/CCC(CN(C)C)C2=O)c1 (stereo not drawn)	-6
COc1ccccc1-c1ccccc1[C@H]1[C@@H](CO)N(C(=O)C2CC2)[C@H]1C#N	14[25 µM]
Cc1cc(S(=O)(=O)N2CCN(Cc3ccccc3)CC2)c(C)s1	12
CO[C@H](CN(C)C(=O)Nc1ccc(Cl)cc1)[C@H](C)CN(Cc1ccccc1Cl)[C@@H](C)CO	5[25 µM]
Cc1ccc(S(=O)(=O)N2CCC(C(=O)N3CCCCCCC3)CC2)cc1C	-7
COc1ccc(NC(=O)CSc2n[nH]c(-c3ccncc3)n2)cc1Cl	6
O=S1(=O)N=C(Oc2ccccc2)c2ccccc21	2
N#C[C@@H]1[C@H](c2ccccc2-c2ccccc2)[C@H](CO)N1c1ncc(-c2ccccc2)s1	-4[25 µM]
O=C(NC1CCCC1)C(=O)N(Cc1cccnc1)C(C(=O)NC1CCCC1)c1ccco1 (stereo not drawn)	11
Nc1nc(SCC(=O)N2CCCc3ccccc32)n[nH]1	-1

Copied from the list:
N#C[C@@H]1[C@H](c2ccccc2-c2ccccc2)[C@H](CO)N1c1ncc(-c2ccccc2)s1 | BL2 CD40 inh = -4[25 µM]
COc1ccc(Cn2nnnc2C(C(C)C)N2CCc3ccccc32)cc1 (stereo not drawn) | BL2 CD40 inh = 19
O=C1CN(C(=O)CC2C(=O)NCCN2Cc2ccccc2C(F)(F)F)CCN1 (stereo not drawn) | BL2 CD40 inh = -3
O=C(Nc1cccc(-c2cnc3ccccc3n2)c1)C1CC(=O)N(c2ccccc2)C1 (stereo not drawn) | BL2 CD40 inh = -12
O=C(NCC1OCCc2ccccc21)c1cc(COc2c(F)cccc2F)on1 (stereo not drawn) | BL2 CD40 inh = -37
CCCN1[C@@H]2Cn3c(ccc(-c4cccc(F)c4)c3=O)[C@H]1[C@@H](C(=O)N(C)C)[C@@H]2CO | BL2 CD40 inh = 9[25 µM]

The listing continues:
SMILES	BL2 CD40 inh
CN(C(=O)CCl)C1CCCc2ccccc21 (stereo not drawn)	0
CCCNC(=O)c1cccc(C(F)(F)F)c1	8
Cc1cccc(OCC(=O)NCC(c2ccco2)N2CCCC2)c1 (stereo not drawn)	8
CCCNC(=O)C[C@@H]1CC[C@H]2[C@@H](COc3ccc(NC(=O)CC)cc3C(=O)N2C)O1	1[25 µM]
CC1(C(=O)Nc2ccc3c(c2)OCO3)CCN1C(=O)CCc1cccs1 (stereo not drawn)	6
CCCN(CC(=O)Nc1ccccc1C)C(=O)c1ccc(OCC(=O)N2CCOCC2)c(OCC)c1	23*
CN(CCc1ccccn1)C(=O)CCC1CCCN(C(=O)c2n[nH]c3c2CCCC3)C1 (stereo not drawn)	2
c1ccc(CCn2c3ccccc3c3nnc(SCc4ccc5nonc5c4)nc32)cc1	5
COc1ccccc1S(=O)(=O)N[C@H]1C=C[C@H](CC(=O)N2CCOCC2)O[C@H]1CO	3[25 µM]
O=C1C(=O)N(c2ccccc2)C(c2ccccc2)C1c1ccccc1 (stereo not drawn)	3
CCCCn1cnc2c(sc3nc4c(cc32)CSC(C)(C)C4)c1=O	-57
O=C(Nc1cnccn1)c1ccncc1	3

The closing two compounds of the part before are carried over, then new ones follow:
SMILES	BL2 CD40 inh
CCCCn1cnc2c(sc3nc4c(cc32)CSC(C)(C)C4)c1=O	-57
O=C(Nc1cnccn1)c1ccncc1	3
CCCCc1nc2ccn(CC(=O)N(C)C)c(=O)c2n1Cc1ccc(-c2ccccc2-c2nn[nH]n2)cc1	-22[25 µM]
Cc1cccc(-c2nc(Nc3ccc(N4CCOCC4)cc3)c3ccccc3n2)c1	-10
Cc1cccc(C)c1NC(=O)CN(C)CC(=O)N1CC(=O)Nc2ccccc21	-15
O=C(CCNC(=O)c1ccc([N+](=O)[O-])cc1)Nc1ccccc1N1CCOCC1	7
Cc1c(-c2ccccc2)c(-c2ccc(OCCN(C)C)cc2)n2ccccc12	-4
N#Cc1c(/N=C/N2CCCC2)oc(-c2ccccc2)c1-c1ccccc1	10
CCOC(=O)C(Cc1ccccc1)c1ccnc2ncnn12 (stereo not drawn)	8
CCNC(=O)COC(=O)CCNC(=O)c1cccc(C)c1	10
C[C@H]1CN([C@@H](C)CO)C(=O)c2c(c3ccccc3n2C)-c2ccccc2CO[C@@H]1CN(C)C(=O)Cc1ccccc1	21
Cc1c(C(=O)N2CCC3(CC2)CC(=O)c2ccccc2O3)cccc1[N+](=O)[O-]	12
O=C(CCSc1ccc(Cl)cc1)N1CCN(S(=O)(=O)c2ccccc2)CC1	12
COC(=O)CCC(=O)Nc1cccc(Br)c1	14
